From PubChem
KDM5B inh: inhibitors of human KDM5B histone demethylase; Q9UGL1; KDM5B demethylase, FDH-coupled NADH fluorescence (FDH is formaldehyde dehydrogenase); Potency, µM (doses to about 57.7 µM), for inactives: at the top dose activity change, negative = inhibition, hits mostly inhibitors; 220,000 compounds, 2.6% hits; AID 1347165; active = well fitted inhibition curve with a large enough effect; inconclusive = small, poorly fitted or top-dose-only effect; inactive = no such curve, though single readings can be large or run the other way; also: 0% is about no effect; nearly all actives have a fitted effect of over 70% in size
Target sequence (Q9UGL1 whole entry, looked up): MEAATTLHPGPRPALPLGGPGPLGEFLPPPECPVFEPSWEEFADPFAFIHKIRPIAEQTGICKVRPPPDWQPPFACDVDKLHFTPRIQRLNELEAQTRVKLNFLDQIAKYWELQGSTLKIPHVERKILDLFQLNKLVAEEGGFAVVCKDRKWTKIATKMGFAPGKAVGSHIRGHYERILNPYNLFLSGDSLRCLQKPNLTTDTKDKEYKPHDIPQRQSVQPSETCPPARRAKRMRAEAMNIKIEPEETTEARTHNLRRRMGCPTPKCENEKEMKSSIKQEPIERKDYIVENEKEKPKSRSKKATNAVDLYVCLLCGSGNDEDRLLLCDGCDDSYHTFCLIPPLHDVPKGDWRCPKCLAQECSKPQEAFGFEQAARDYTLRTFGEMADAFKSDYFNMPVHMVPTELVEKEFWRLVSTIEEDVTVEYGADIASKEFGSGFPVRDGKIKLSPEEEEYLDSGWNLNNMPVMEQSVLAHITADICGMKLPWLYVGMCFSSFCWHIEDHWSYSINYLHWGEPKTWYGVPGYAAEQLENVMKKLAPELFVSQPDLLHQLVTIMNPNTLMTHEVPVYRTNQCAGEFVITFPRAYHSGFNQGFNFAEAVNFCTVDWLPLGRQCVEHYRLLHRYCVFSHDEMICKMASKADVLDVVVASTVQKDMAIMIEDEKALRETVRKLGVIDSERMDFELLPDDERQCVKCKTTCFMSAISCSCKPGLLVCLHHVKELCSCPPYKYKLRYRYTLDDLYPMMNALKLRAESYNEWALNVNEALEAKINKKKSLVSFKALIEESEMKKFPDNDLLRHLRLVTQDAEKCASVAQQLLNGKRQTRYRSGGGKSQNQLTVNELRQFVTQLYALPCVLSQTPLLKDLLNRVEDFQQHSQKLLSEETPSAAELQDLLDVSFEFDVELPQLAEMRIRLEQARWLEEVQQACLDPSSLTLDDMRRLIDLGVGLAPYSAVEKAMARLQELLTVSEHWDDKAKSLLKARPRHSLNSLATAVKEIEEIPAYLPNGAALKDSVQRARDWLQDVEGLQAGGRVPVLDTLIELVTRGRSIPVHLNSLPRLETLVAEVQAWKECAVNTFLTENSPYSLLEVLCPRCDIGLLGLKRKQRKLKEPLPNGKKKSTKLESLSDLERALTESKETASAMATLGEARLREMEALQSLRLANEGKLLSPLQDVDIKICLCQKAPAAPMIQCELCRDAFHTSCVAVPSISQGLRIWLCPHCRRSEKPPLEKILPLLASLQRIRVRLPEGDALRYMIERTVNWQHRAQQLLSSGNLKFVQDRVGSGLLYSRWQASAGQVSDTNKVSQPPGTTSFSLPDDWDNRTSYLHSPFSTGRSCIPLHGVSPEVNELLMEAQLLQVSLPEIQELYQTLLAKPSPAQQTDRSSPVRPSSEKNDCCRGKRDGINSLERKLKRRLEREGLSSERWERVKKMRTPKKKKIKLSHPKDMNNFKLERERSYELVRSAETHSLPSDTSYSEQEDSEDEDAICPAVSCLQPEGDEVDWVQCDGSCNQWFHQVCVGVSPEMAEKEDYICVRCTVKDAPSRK
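Inhibition is measured as reduced NADH fluorescence generation from FDH coupling to formaldehyde release. Truncated KDM5BΔAP at 200 nM final acts on H3K4me3 peptide (12.5 µM in substrate mix) in pH 7.5 HEPES buffer with Tween-20, 30 min, room temperature.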
* marks the source's active call; other numbers are inactive results; ? = inconclusive; [ ] = remark or other dose. Potency is read from the fitted curve at half-maximal effect.

Start of the listing, in advance, 5 compounds:
SMILES	KDM5B inh
CCN1c2cc(C(=O)NCc3ccccc3OC)ccc2C(=O)N2CCCCC21 (stereo not drawn)	?
Cc1ccn2c(CNC(C)CCn3cccn3)c(C(=O)N3CCCCCC3)nc2c1 (stereo not drawn)	21.9%
CCc1cccc(C)c1NC(=O)COC(=O)c1cc(C)nc2ccccc12	-30.7%
CC(C)c1nc2oc3c(N(CCO)Cc4ccccc4)ncnc3c2c2c1CCC2	?
CCc1nnc(NC(=O)c2nc(S(=O)(=O)Cc3ccc(C)cc3)ncc2Cl)s1	?

This part in full, from the first entry:
SMILES	KDM5B inh
CCN1c2cc(C(=O)NCc3ccccc3OC)ccc2C(=O)N2CCCCC21 (stereo not drawn)	?
Cc1ccn2c(CNC(C)CCn3cccn3)c(C(=O)N3CCCCCC3)nc2c1 (stereo not drawn)	21.9%
CCc1cccc(C)c1NC(=O)COC(=O)c1cc(C)nc2ccccc12	-30.7%
CC(C)c1nc2oc3c(N(CCO)Cc4ccccc4)ncnc3c2c2c1CCC2	?
CCc1nnc(NC(=O)c2nc(S(=O)(=O)Cc3ccc(C)cc3)ncc2Cl)s1	?
CCOc1ccc(S(=O)(=O)N(CC(=O)Nc2ccc(OC)c(Cl)c2)c2ccccc2)cc1	-28.9%
O=C(c1ccco1)N1CC(Oc2cccc(-c3nc(-c4ccccc4)no3)c2)C1	?
Cc1ccc(S(=O)(=O)N(CC(=O)N2CCc3ccccc3C2)Cc2cccc(C)c2)cc1	-12.7%
CCOc1ccc(CC(=O)NC2CC(=O)N(c3ccc(C)c(C)c3)C2)cc1 (stereo not drawn)	-14.4%
CCOc1ccc(CN(C)CC(=O)NC(=O)NCc2ccccc2)cc1	14.0%

Two of the compounds above, comma-delimited:
Molecule,KDM5B inh
CCN1c2cc(C(=O)NCc3ccccc3OC)ccc2C(=O)N2CCCCC21 (stereo not drawn),?
O=C(c1ccco1)N1CC(Oc2cccc(-c3nc(-c4ccccc4)no3)c2)C1,?

Ordered by value in KDM5B inh (lowest first): some entries from above.
SMILES	KDM5B inh
CCc1cccc(C)c1NC(=O)COC(=O)c1cc(C)nc2ccccc12	-30.7%
CCOc1ccc(S(=O)(=O)N(CC(=O)Nc2ccc(OC)c(Cl)c2)c2ccccc2)cc1	-28.9%
CCOc1ccc(CN(C)CC(=O)NC(=O)NCc2ccccc2)cc1	14.0%

Continued.
SMILES	KDM5B inh
C=CCN1C(=O)/C(=c2\sc3nc(=O)c(Cc4ccccc4)nn3c2=O)c2ccccc21	?
COCCc1noc(CC2CCOC3(CCN(C(=O)c4ccccn4)CC3)C2)n1 (stereo not drawn)	-27.9%
CCOc1ccc(-c2cc(C(=O)NC(C)CC)c3ccccc3n2)cc1 (stereo not drawn)	?
COc1ccc(CNC(=O)c2cc(Nc3ccccc3C)nc3ccccc23)cc1	63.0%[activator]
CN1CC(=O)N(C2CCCNCC2)Cc2c1ncnc2N1CCC(O)C1 (stereo not drawn)	?
COc1ccc(CNC(=O)Cn2c(=O)nc(-c3ccccc3F)c3cc(Cl)ccc32)cc1OC	-19.4%
CC1(C)C(c2ccccc2)=[N+]([O-])C(c2ccccc2Cl)N1O (stereo not drawn)	20.1%
Cn1nnc2c(NCc3c(F)cccc3F)ncnc21	-7.5%
O=C(NCc1ccc(F)cc1)c1cnc(Cl)c(Cl)c1	30.2%[activator]
Cc1ccc2nc(SCC(=O)c3ccc(O)cc3O)[nH]c2c1	29.3%
CC(Sc1ncc(-c2ccccc2)o1)C(=O)NCc1ccc(F)cc1 (stereo not drawn)	9.7%
Cc1ccc(/C=C2\SC(=S)N(CCC(=O)NNC(=O)c3ccccc3O)C2=O)cc1	23.3%
Cc1ccc(NC(=O)c2sc3nc(-c4ccc(F)cc4)cn3c2C)c(C)c1	-3.7%
CO[C@H]1C(=O)N(C2CCN(S(=O)(=O)c3c(C)noc3C)CC2)[C@H]1c1ccncc1	-12.2%
Cc1cccc(CN2CCCC3(CCN(C(=O)c4ccc(=O)[nH]c4)C3)C2=O)c1 (stereo not drawn)	12.6µM*
c1ccc(-c2cnc([C@@H]3COCCN3Cc3cccnc3)[nH]2)cc1	-11.5%[86.2 µM]
CN(CC(=O)NC(=O)NCCC1=CCCCC1)C1CCCCC1	1.6%
O=C(Nc1ccc(Br)cc1)C1Cc2ccccc2O/C1=N\O (stereo not drawn)	-5.8%
O=C(NCc1ccccc1Cl)c1cc2ccccc2o1	-6.9%
COc1cccc(-c2cc(-c3ccccc3)nc3c(C)noc23)c1	31.6µM*
Cc1ccc(-n2nnc(C(=O)NC3CCCCC3)c2N)cc1	-2.7%
CC(C)Cn1c(=O)[nH]c(=O)c2c(C(=O)O)cc(C3CC3)nc21	?
Cc1c(NC(=O)CSCc2ccco2)c(=O)n(-c2ccccc2)n1C	-3.0%
Cc1ccc(-c2cc(C(=O)NCc3cnn(C)c3)c3cc(Br)ccc3n2)cc1	-17.4%
Cc1ccc(OCCN)cc1C	-6.3%
Cn1c2c(c(=O)n(C)c1=O)C(c1ccc(O)cc1)C1=C(CC(C)(C)CC1=O)N2 (stereo not drawn)	-15.8%
COc1ccc(CNc2cccc(C(=O)O)c2C)cc1OC	?
CCC/C(=N\NC(=O)C(O)(c1ccc(C)cc1)c1ccc(C)cc1)c1ccccc1	22.1%
CCc1ccccc1NC(=O)CSc1nnc(-c2cc(-c3ccc(Cl)cc3)n[nH]2)n1N	10.1%
O=C(NCCN1CCCCC1)C1Cn2cccc2C(=O)N1Cc1cccnc1 (stereo not drawn)	2.9%
CCOC(=O)c1ccc(NC(=O)C2CCOCC2)cc1	29.7%
O=S(=O)(c1ccc2ccccc2c1)N1CCN(c2nc3ccccc3o2)CC1	10.9%
COc1ccccc1/C=N/O	-3.3%
O=C(NCc1cccnc1)c1nc(-c2cccc(C(F)(F)F)c2)c2ccccn12	?
Cc1cccc(S(=O)(=O)N2CCC3(C2)C(=O)N(C)c2ccccc23)c1 (stereo not drawn)	-7.9%
Cc1ncccc1OC1(C(=O)N2CCCC2c2nc(C(C)C)no2)CCNCC1 (stereo not drawn)	-23.3%
COc1cccc(C(=O)N2CCC3(CC2)OCC(C(=O)N2CCCC2)N3C(=O)c2ccccc2C)c1 (stereo not drawn)	6.4%
CC(C)c1ccc(CC(=O)N2CCCc3ncc(C(=O)NCCc4ccccn4)cc32)cc1	1.4%
CCc1noc(C)c1C(=O)NC1CCCc2c1cnn2-c1ccc(C(C)(C)C)cc1 (stereo not drawn)	-1.8%
CN1C(=O)N(C)C(c2ccccc2Cl)C2=C1CC(C)(C)CC2=O (stereo not drawn)	3.9%
Cc1cc(C)cc(NC(=O)CCS(=O)(=O)c2ccc3c(c2)oc(=O)n3C)c1	-28.2%
COc1ncc(-c2cc(C(=O)NCc3cccnc3)c3c(c2)N(C)CCO3)cn1	-35.9%[86.2 µM]
CSc1ccc(/C=N/NC(=O)c2cccs2)cc1	?
COc1ccc(CN2Cc3[nH]nc(-c4cccc(NC(C)=O)c4)c3CC2=O)cc1	?
N#Cc1ccc(C(=O)N2CCOC[C@H](Oc3cnccn3)C2)cc1	11.1%[86.2 µM]
O=C(O)c1nn(CC(=O)N2CCCC2)c(=O)c2ccccc12	-7.0%
Cc1nn2c(c1-c1ccccc1[S+](C)(=O)[O-])N(Cc1ccccc1)CCC2	-5.1%[86.2 µM]
Cc1nc2cc(-c3cccc(F)c3)nn2c(C)c1CCC(=O)NC1CCCCC1	?
COCC1CN(C2CCC2)CC12CCN(Cc1cccc(OC)c1OC)CC2 (stereo not drawn)	?
CC(C)c1nnnn1[C@H]1CO[C@H]2[C@@H]1OC[C@H]2OC(=O)Nc1cccc(C#N)c1	17.3%[86.2 µM]
Further compounds follow.
SMILES	KDM5B inh
O=[N+]([O-])c1ccc(N=Cc2cccnc2)cc1	17.3%
O=C1NCc2ccccc2CC12CCN(Cc1ccccc1C(F)(F)F)C2 (stereo not drawn)	14.6%[115 µM]
CCC(=O)N1Cc2ccccc2CC2(CCN(Cc3ccccn3)CC2)C1	-15.1%[149 µM]
CC(C)(C)c1cc(C(F)(F)F)[nH]n1	13.7%
COc1ccc(NC(=O)c2cc3n(n2)CC(c2ccc(Br)cc2)OC3)cc1OC (stereo not drawn)	?
Cc1ccc(Cn2cc(-c3ccncc3)cc2C(=O)N2CCN(C)CC2)cc1	-17.0%
COc1ccccc1N1CCN(c2ccnc3cc(Cl)ccc23)CC1	?
C[C@@H]1CN(C(=O)c2cccc(C#N)c2)C[C@]1(C)O	0.6%
O=C(O)/C=C/c1ccc(Br)o1	-24.0%
C=CCc1c(C)nc2nc(SCC(=O)Nc3ccc(OCC)cc3)nn2c1C	3.0%
COc1ccc(CNCc2ccco2)cc1OC	-17.2%
CCc1nc2c(c(-c3ccc(Cl)cc3)n1)CN(C(=O)C1CCCC1)CC2	?
CCOC(=O)c1ccc(Oc2c(C(F)(F)F)oc3cc(OC(=O)c4ccc(F)cc4)ccc3c2=O)cc1	12.1%
COCCNC(=S)NNC(=O)c1cc(-c2cccnc2)nc2ccccc12	18.5%
COCCN1C(=O)c2ccccc2C(C(=O)Nc2nc3ccccc3s2)C12CCCC2 (stereo not drawn)	?
Cc1ccccc1C(=O)Nc1ccc(C(=O)OCc2cc(=O)n3nc(C(C)C)sc3n2)cc1	-9.1%
COC(=O)[C@H](CC(C)C)N(CCCc1cn(Cc2ccc(C)cc2)nn1)S(=O)(=O)c1ccc(F)cc1Br	-5.3%
Cc1c(Cl)cccc1-n1c2c(c(=O)[nH]c1=O)CN(CCc1ccccc1)CN2	1.8%
CN(c1ccccc1)S(=O)(=O)c1nnc(NC(=O)c2ccco2)s1	?
Cn1c(=O)c2c(ncn2CC(=O)OCC(=O)c2ccc(C3CCCCC3)cc2)n(C)c1=O	-25.4%
CCNC(=O)CN1CCC(=O)N(Cc2ccc(F)cc2)C(C(C)C)C1 (stereo not drawn)	-14.4%
COc1ccc(C(=O)O)c(OCc2ccc(C#N)cc2)c1	12.8%
O=C(Nc1cccc2c1CCCC2)c1cnc(Cl)c(Cl)c1	14.6%
CN1CC(C(=O)N2CCCC(c3ccccc3)(c3ccccc3)C2)CC1=O (stereo not drawn)	19.2%
CC(Cc1ccco1)NS(=O)(=O)N1CCOCC1 (stereo not drawn)	-6.7%
COCCN1Cc2ccc(NCC(C)C)nc2C(C)(C(=O)Nc2ccc(OC)cc2)C1 (stereo not drawn)	?
CC(=O)NC1(C)CCN(Cc2ccccc2-c2ccc3c(ccn3C)c2)C1 (stereo not drawn)	35.5µM*
CONC(=O)C(C)c1ccc2cc(OC)ccc2c1 (stereo not drawn)	4.2%
COc1ccc(-n2ncc(C(C)NS(=O)(=O)c3ccc(C)s3)c2C)cc1 (stereo not drawn)	6.6%
COC(=O)c1ccc(CN2CCCCC2)cc1	31.9%
COc1ccc(NC(C)=O)cc1CP(=O)(c1ccccc1)c1ccccc1	32.9%[activator]
COc1ccc(Nc2ccc3ncn(-c4ccccc4)c(=O)c3n2)cn1	-5.3%[86.2 µM]
Clc1cccc(Cl)c1C=Nc1cccc2ccccc12	?
O=C(Nc1ccc(F)cc1)N1C[C@@H]2OCC(=O)N(Cc3ccc(OC(F)(F)F)cc3)[C@@H]2C1	-7.3%
CCc1ccc(S(=O)(=O)c2nnn3c2nc(NCc2ccc(F)cc2)c2sccc23)cc1	-1.0%
CC(C)(C)SCC(=O)N1CCCC(O)C1 (stereo not drawn)	3.0%
CC[C@@]1(C(=O)O)C[C@H](C(=O)N(C)CCO)[C@H](c2ccc(F)cc2)N1C	7.1%
O=C(O)c1ccc(CN2C[C@@H]3OCC(=O)N(Cc4ccccc4)[C@@H]3C2)cc1	-18.9%[86.2 µM]
CCCn1c(C)cnc1CCNC(=O)CCC1CCCC1	0.9%
c1cncc(-c2nc(NCc3ccc4c(c3)OCO4)c3ccccc3n2)c1	?
Cc1noc(C)c1CC(=O)Nc1nc(-c2ccc(F)cc2)c(C)s1	0.7%
CCN(CC)Cc1cnc2c(C(=O)N3CCCC(C(N)=O)C3)cnn2c1 (stereo not drawn)	-16.5%
O=c1ccc2ccc(OCc3nc(-c4cccc(Cl)c4)no3)cc2o1	-34.9%
CCOC(=O)C[C@@H]1C[C@@H](C(C)C)[C@H](CNC(=O)c2cccnc2)C=C1C	-3.7%[86.2 µM]
COc1cc(OC)cc(-c2cc3nc(C)c(CCC(=O)Nc4ccccc4OC)c(C)n3n2)c1	?
Cc1ccc(S(=O)(=O)N2CCC(Oc3ncccc3C(=O)N(C)C)C2)cc1C (stereo not drawn)	-8.1%
COc1ccccc1CN1CCOCC2(C1)CN([S+](=O)([O-])c1ccccc1)C2	2.7%[86.2 µM]
CCCn1c2ccccc2c2cnn(CC(=O)NCCCN(CC)c3ccccc3)c(=O)c21	?
O=C(CN1CCN(C(=O)c2cncn2-c2ccc(F)cc2)CC1)Nc1ccccc1C(F)(F)F	38.8%
Cc1ccc(NC(=O)N2Cc3[nH]cnc3C[C@H]2c2nc(-c3ccc(C)cc3)no2)cc1	-14.1%[86.2 µM]
The results go on.
SMILES	KDM5B inh
COc1ccc(-c2cc(=O)oc3cc4occ(-c5ccc(F)cc5)c4cc23)cc1	15.7%
COc1ccc(NC(=O)C2=CC(c3cccs3)=NS(=O)(=O)N2C)cc1	-23.8%
CCOc1ccc(C(CC(=O)Nc2ccc(C(=O)OC)cc2)N2Cc3ccccc3C2=O)cc1OC (stereo not drawn)	14.1%
CN(CC(=O)NC1(C)CCS(=O)(=O)C1)Cc1ccc(Cl)c(Cl)c1 (stereo not drawn)	8.2%
Cc1cnccc1CNC(=O)c1cc(COc2ccc3c(c2)OCO3)[nH]n1	-5.9%
CC1(C(O)(C#CC[N+]2(Cc3ccccc3Cl)CCCCC2)c2ccccc2)CCCC1 (stereo not drawn)	-1.1%
Cn1cnnc1CC1CCNC1 (stereo not drawn)	-8.8%
CCc1nc2c(c(-c3ccc(OC)cc3)n1)CCN(CC1CCCCC1)CC2	-27.7%[115 µM]
N#C/C(=C\c1c[nH]c2ccccc12)C(=O)Nc1ccc(O)cc1	-10.1%

Some of the compounds tested; rates above refer to the full screens.
